NPR1 activator = GC-A stimulated cGMP production enhancers – HEK293 GC-A cells, cGMP TR-FRET, EC30 ANP, primary screen. 0% at EC30 ANP, 100% saturating ANP. 370,000 compounds, 0.14% hits. Atrial natriuretic peptide receptor 1 (Homo sapiens), P16066. activation, % at 10 µM. AID 1671463, 2021; in the data active = activation above about 40%
ARFGAP1 inh = inhibitors of rat ARFGAP1 GAP activity, primary screen, biochemical, fluorescence polarization, GDP tracer | ADP-ribosylation factor GTPase-activating protein 1 (Rattus norvegicus), Q62848 | Arfgap1-stimulated ARF1 GTP hydrolysis, GDP FP detection | inhibition, % at 16.5 µM | 360,000 compounds, 0.26% hits | AID 651572, 2012;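 active = inhibition above a per-plate limit, mean inhibition of low control wells plus 3 SD, cut at about 25% in these data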;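 also: 0% = DMSO wells with enzyme and 100% = wells lacking Arfgap1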
Target sequence (Q62848 1-136 limits assumed): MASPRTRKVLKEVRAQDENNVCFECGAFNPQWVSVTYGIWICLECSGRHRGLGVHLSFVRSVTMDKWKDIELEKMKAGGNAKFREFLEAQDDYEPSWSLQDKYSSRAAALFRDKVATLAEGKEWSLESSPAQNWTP
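system = rat Arfgap1 catalytic domain, aa 1-136 | technique = FP, GDP Alexa 633 tracer displaced from anti-GDP antibody, 620/688 nm | compound = one concentration, 16.5 µM, DMSO 1.26% | medium = HEPES-based buffer, pH 7.5 | timing = compound-enzyme preincubation 20 min, reaction 120 min, detection 60 min, 25 °C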
ADAM10 inh = human ADAM10 inhibitors, primary screen, biochemical, QFRET, HTS. Disintegrin and metalloproteinase domain-containing protein 10 (Homo sapiens), O14672. inhibition, % at 7 µM. 370,000 compounds, 0.62% hits. AID 720582, 2013. recombinant ADAM10, EDANS/DABCYL FRET peptide cleavage, 3 h;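 active = inhibition above a per-campaign cutoff equal to the mean of compounds falling between control-based bounds plus 3 SD, cut at about 20% in these data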;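 also: 0% = DMSO wells while the 100% control is not disclosed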
ASAP1 GAP inh = inhibitors of human ASAP1 ArfGAP activity, primary screen, biochemical, fluorescence polarization | Arf-GAP with SH3 domain, ANK repeat and PH domain-containing protein 1 (Homo sapiens), … | ASAP1-stimulated ARF1 GTP hydrolysis, GDP FP detection | inhibition, % at 16.5 µM | 360,000 compounds, 0.19% hits; in the data active = inhibition above about 25%;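 also: 0% = vehicle with enzyme and substrate and 100% = no enzyme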
Target sequence (Q9ULH1 325-724 limits assumed): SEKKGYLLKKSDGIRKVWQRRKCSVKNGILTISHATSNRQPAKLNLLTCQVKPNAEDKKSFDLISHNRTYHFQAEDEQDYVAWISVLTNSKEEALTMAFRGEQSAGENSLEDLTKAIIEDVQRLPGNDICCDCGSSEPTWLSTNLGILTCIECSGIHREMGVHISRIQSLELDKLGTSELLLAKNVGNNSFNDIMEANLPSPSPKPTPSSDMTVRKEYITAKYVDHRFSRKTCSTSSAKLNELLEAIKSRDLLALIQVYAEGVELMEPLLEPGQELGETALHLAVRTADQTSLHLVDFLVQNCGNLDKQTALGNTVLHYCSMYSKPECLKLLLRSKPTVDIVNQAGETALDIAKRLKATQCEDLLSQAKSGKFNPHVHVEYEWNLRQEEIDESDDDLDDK
HGIII-sPLA2 inh = human group III sPLA2 inhibitors, primary screen, biochemical, QFRET, BODIPY PC-A2 liposome substrate. Group 3 secretory phospholipase A2 (Homo sapiens), Q9NZ20. QFRET BODIPY PC-A2 liposome hydrolysis, fluorescence. inhibition, % at 12.2 µM. 370,000 compounds, 0.56% hits;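 active = inhibition above mean plus 3 SD of compounds lying within the high and low control bounds, cut at about 19% in these data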;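 also: 0% = median of test compound wells and 100% = no enzyme DMSO wells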
DDE Tn6 FP inh = inhibitors of Tn6 peptide binding to fibrin DD(E), primary screen, biochemical, fluorescence polarization, human fibrin, Tn6 probe; Fibrinogen beta chain (Homo sapiens), P02675; inhibition, % at 8.3 µM; 370,000 compounds, 0.21% hits; AID 720509, 2013; Fibrin DD(E) TRITC-Tn6 fluorescence polarization displacement;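 active = inhibition above a per-campaign cutoff: mean of compounds within control limits plus 3 SD, cut at about 15% in these data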;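 also: 0% = median of all compound wells on the plate and 100% = blocking peptide control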
Target sequence (P02675 whole entry, looked up): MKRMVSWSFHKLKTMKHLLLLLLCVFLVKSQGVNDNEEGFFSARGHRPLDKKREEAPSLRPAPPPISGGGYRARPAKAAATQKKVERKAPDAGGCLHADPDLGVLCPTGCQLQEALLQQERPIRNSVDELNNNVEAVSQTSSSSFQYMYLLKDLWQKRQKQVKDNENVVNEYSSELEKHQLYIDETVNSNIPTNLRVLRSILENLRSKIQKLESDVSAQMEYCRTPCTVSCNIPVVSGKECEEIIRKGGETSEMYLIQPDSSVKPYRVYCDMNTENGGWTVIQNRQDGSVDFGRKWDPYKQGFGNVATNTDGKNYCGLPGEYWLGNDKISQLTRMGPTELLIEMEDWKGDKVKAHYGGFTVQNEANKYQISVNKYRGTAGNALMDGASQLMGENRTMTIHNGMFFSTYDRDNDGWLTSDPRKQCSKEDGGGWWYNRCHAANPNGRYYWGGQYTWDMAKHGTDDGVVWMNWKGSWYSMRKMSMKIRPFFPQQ
FXN GAA850 act = FXN promoter activators, primary screen, cell-based, luciferase luminescence, HEK293 lucGAA850 | 360,000 compounds, 0.56% hits | activation, % at 6 µM | HEK293 lucGAA850 FXN promoter luciferase reporter, 24 h; percent of 10 µM SAHA response;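 active = activation above the average of all compounds screened plus 3 SD, cutoff fixed separately per campaign, cut at about 7.5% in these data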;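 also: 0% = DMSO wells and 100% = 10 µM SAHA wells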
proKLK7 act = proKLK7 zymogen activators, primary screen, biochemical, fluorescence intensity | AID 652039, 2013 | purified proKLK7, EDANS-DABCYL substrate fluorescence; 100% is mature enzyme control, 0% vehicle | activation, % at 7 µM | Kallikrein-7 (Homo sapiens), P49862 | 370,000 compounds, 0.9% hits;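 active = activation above the mean of all tested compounds plus 3 SD, computed per campaign excluding outliers beyond control limits, cut at about 13% in these data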
GC-B act = human GC-B receptor activators, primary screen, HEK293 GC-B cells, cGMP TR-FRET, EC30 CNP; 0% at EC30 CNP, 100% saturating CNP; activation, % at 10 µM; 370,000 compounds, 0.11% hits; AID 1920062, 2024;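 active = activation at 10 µM reaching about 35% in either raw or pattern-adjusted values, limit read from the data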
rCAG RNA binder = binders of r(CAG) RNA repeats, primary screen, biochemical, fluorescence; r(CAG) RNA repeat, TO-PRO-1 dye displacement fluorescence; inhibition, % at 3 µM; 370,000 compounds, 1.3% hits; AID 651821, 2012;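 active = inhibition above the plate cutoff, the mean of all test compounds on that plate plus 3 SD, cut at about 35% in these data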;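 also: 0% = DMSO alone and 100% = 100 µM mitoxantrone as full dye displacement; higher means more dye released from RNA so lower well fluorescence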
Starred values were filed as active, the others as inactive; i = inactive; . = no result given.

SMILES | NPR1 activator | ARFGAP1 inh | ADAM10 inh | ASAP1 GAP inh | HGIII-sPLA2 inh | DDE Tn6 FP inh | FXN GAA850 act | proKLK7 act | GC-B act | rCAG RNA binder
CCn1c(N)[n+](CC(=O)Nc2ccc(SC(F)F)cc2)c2ccccc21 | 6 | 7 | -3 | 9 | 11 | 0 | -2.7 | -0.2 | -2 | 20
Cc1nn(CC(=O)Nc2cccc(C(F)(F)F)c2)c(=O)c2cccn12 | 3 | 9 | -10 | 0 | 6 | 1 | 1.1 | 0.5 | 2 | 1
CC1SC(c2ccccc2Cl)NC1=O (stereo not drawn) | 2 | 8 | 2 | 5 | -3 | 8 | 4.2 | 0.4 | 1 | 1
Cc1cc(Br)ccc1NC(=S)NCCc1ccccc1 | 0 | -6 | 3 | -3 | 2 | 3 | -0.2 | -0.6 | 4 | -2
CCCCCCc1c(C)c2ccc(OCC(=O)N3CCC[C@H]3C(=O)O)c(C)c2oc1=O | 1 | 4 | i | -10 | -18 | 3 | 0.0 | -0.6 | 5 | 41*
O=C(O)c1ccccc1NN=Cc1ccccc1 | -4 | -10 | -10 | -9 | 10 | 1 | 0.9 | 0.1 | 4 | 3
Cc1ccc(C)c(CNS(=O)(=O)c2c(C)[nH]c(C)c2C(=O)N2CCCC2)c1 | 5 | -8 | -2 | -12 | 10 | 1 | 1.5 | -0.3 | -1 | -2
Cc1ccc(C)c(NC(=O)CCC(=O)NNC(=O)c2cccs2)c1 | -2 | -11 | 5 | -5 | -1 | -3 | 1.1 | -0.3 | -6 | 0
CN(/N=C\c1ccc(O)c(O)c1)c1nc(-c2ccccc2)cc(-c2ccccc2)n1 | -1 | 14 | -47 | 9 | 6 | 5 | 4.4 | -0.4 | -7 | 29
C#CCn1ccc(O)c(Cc2ccccc2)c1=O | 3 | -4 | -2 | -2 | 1 | 5 | -0.2 | 0.3 | -3 | -1
Cc1ccc(-n2nc3c(N4CCC(C(=O)NCCc5cccs5)CC4)nnc(C)c3c2C)cc1 | 3 | -9 | -15 | 1 | -4 | -3 | 0.1 | -1.5 | -3 | -7
COc1ccccc1-n1cnnc1SCC(=O)c1c[nH]c2ccccc12 | -2 | 4 | 6 | -2 | -16 | -7 | 2.1 | -0.5 | 3 | 6
CCN(CC)CCCNC(=O)C(C)n1c2ccccc2c2nc(=O)cc(C)n21 (stereo not drawn) | 0 | 6 | -12 | 5 | -1 | -10 | 4.3 | -0.1 | 2 | 0
CC(NC(=O)CN(C)S(=O)(=O)c1ccc(F)cc1)C1CC2CCC1C2 (stereo not drawn) | 2 | -7 | -3 | 2 | 16 | 3 | -1.1 | 0.4 | 2 | -3
CCN1CCN(c2cc(C)c3cc(NC(=O)c4cccc(OC)c4)ccc3n2)CC1 | -1 | -2 | -3 | 14 | -10 | -2 | 4.2 | 0.5 | -3 | -8
CCOC(=O)COc1cccc2c(=O)n(CC(=O)NCc3ccc4c(c3)OCO4)ccc12 | -6 | -1 | -7 | -4 | -2 | -5 | 0.9 | 0.6 | -4 | 3
CN(C(=O)c1cccc(NC(=O)Cc2ccc(NC(=O)C3CCN(C(=O)C4CCCCC4)CC3)cc2)c1)C1CCCCC1 | 1 | 2 | 2 | -5 | -26 | -1 | -2.3 | 0.0 | 1 | 6
CC(C)(C)c1ccccc1NC(=O)c1cccnc1 | 0 | -4 | -5 | 3 | 7 | -3 | 1.1 | 0.0 | 7 | -6
COc1ccc(NC(=S)Nn2cnnc2)c(OC)c1 | 2 | 2 | -3 | 5 | 3 | 3 | 0.7 | -0.2 | 3 | 2
CCCCCCNCc1ccc(Br)cc1 | -13 | 2 | -4 | -5 | 8 | -4 | 0.8 | -0.6 | -7 | 10
CC(C)c1ccccc1NC(=O)c1ccco1 | -3 | -6 | 7 | -12 | 3 | 2 | 2.2 | 0.1 | -1 | 5
N#Cc1ccccc1S(=O)(=O)N1CCN(C(=O)CN2C(=O)NC3(CCCC3)C2=O)CC1 | 3 | 10 | -6 | 8 | 1 | 4 | 1.5 | -0.2 | 7 | -8
OC(CN1CCOCC1)(c1ccccc1)c1ccccn1 (stereo not drawn) | 8 | 9 | -2 | 4 | 11 | -3 | -1.2 | -0.5 | -3 | 3
c1ccc(Nc2cc(-c3ccccc3)nc3ncnn23)cc1 | 1 | -2 | -9 | -4 | 1 | -1 | 4.4 | -0.2 | -3 | -6
COc1cc(NC(=O)CSCc2ccccc2)c(C(=O)O)cc1OC | 1 | -7 | -7 | 3 | 2 | -7 | -0.2 | -0.8 | 2 | -2
Cc1ccc(S(=O)(=O)N2CCN(C(C)C(=O)Nc3ccccc3-c3ccccc3)CC2)cc1 (stereo not drawn) | 0 | -5 | -1 | -2 | 4 | 4 | 0.4 | 0.1 | 4 | 2
CN1C(=O)NC(NC(=O)c2cccs2)(C(F)(F)F)C1=O (stereo not drawn) | -2 | -3 | -12 | 17 | 4 | 1 | 0.0 | 0.0 | 2 | -3
Cc1ccc(C2=NNC(c3cccc(F)c3)S2)cc1 (stereo not drawn) | 6 | -8 | -23 | -2 | -1 | -4 | 0.7 | -0.1 | 3 | 0
Fc1cccc(Cc2noc(CN3CCN(c4cnccn4)CC3)n2)c1 | 2 | -2 | 2 | -7 | 2 | 1 | -1.9 | 0.0 | 1 | -5
COc1ccc(CN2C[C@H](O)COC[C@@H]3O[C@H](CC(=O)NCc4ccncn4)CC[C@H]32)cc1 | 1 | -17 | -3 | -12 | -2 | 5 | . | 0.7 | 11 | 1
Cc1cccc(N2CCN(C(C(=O)NCc3ccccc3)c3ccc(F)cc3)CC2)c1C (stereo not drawn) | 0 | 1 | -6 | -3 | 4 | -5 | . | 0.1 | -7 | 3
Cc1ccc(S(=O)(=O)N(C)C[C@H]2OCc3cnnn3CCCC(=O)N([C@H](C)CO)C[C@H]2C)cc1 | 0 | -2 | -9 | -8 | 5 | -1 | 1.7 | 0.0 | -8 | 2
CCOC(=O)[C@@]12CCC3=C1N(CCC3)C(=O)[C@H](CC(=O)N1CCN(C(=O)C3CC3)CC1)C2 | -2 | . | -9 | . | 10 | -1 | . | 0.7 | 1 | 2
COc1ccc(OC)c(NC(=O)C2CCN(S(=O)(=O)c3c(C)noc3C)CC2)c1 | -1 | 10 | -4 | 3 | -1 | 2 | 1.3 | -0.9 | 1 | -6
CCC1Oc2ccccc2N(Cc2ccccc2C)C1=O (stereo not drawn) | -4 | 3 | -1 | 0 | -4 | -1 | -1.6 | -0.2 | 1 | -4
CCC(C)NC(=O)C(Cc1ccccc1)n1cccc1 (stereo not drawn) | 4 | 6 | -3 | -12 | -18 | 3 | 0.8 | 0.4 | -1 | 0
CC(CCc1ccccc1)NC(=O)CN1C(=O)NC2(CCCCC2)C1=O (stereo not drawn) | -3 | -4 | -5 | 17 | 5 | -2 | -1.1 | 0.1 | 1 | -10
CCCCn1nnnc1C(c1ccccc1)N1CCN(C)CC1 (stereo not drawn) | -1 | -7 | -8 | -4 | 6 | -7 | . | 0.2 | 0 | 0
Cc1ccc(Cc2c[nH]c(=S)s2)cc1 | 0 | 15 | 9 | 5 | 13 | -5 | 0.1 | 1.1 | 0 | -4
CCOc1ccc(NC(=O)COc2ccccc2)c([N+](=O)[O-])c1 | -3 | -5 | -1 | 0 | 1 | 1 | 5.0 | -0.2 | -4 | -2
COc1ccc(CC(=O)NCc2ccc(-n3cccc3)cc2)cc1OC | 0 | 7 | -7 | -1 | 3 | 1 | 0.2 | 0.8 | 5 | -1
Cc1c(C(=O)NC(Cc2ccccc2)c2nc3ccccc3[nH]2)cccc1[N+](=O)[O-] (stereo not drawn) | -11 | 7 | 8 | -4 | 0 | -4 | -4.2 | 0.5 | 1 | 1
CC(C)[C@@H](COc1ccccc1)N1CCN(Cc2ccccc2)CCC1=O | -1 | -2 | 1 | 5 | -6 | 8 | -5.2 | -0.1 | -7 | -11
O=C(NCCc1ccccc1)c1ccc2c(c1)OCO2 | -1 | 1 | 3 | -6 | 4 | -1 | -8.4 | -0.4 | -2 | 2
C=CCNC(=O)c1ccc(-c2nc(-c3ccccc3)cs2)cc1 | 0 | 8 | -119 | -7 | 0 | -1 | 0.9 | 2.4 | -7 | 1
CCCCN(CCCC)Cc1ccc(N)cc1 | 1 | 8 | -3 | 6 | 7 | -2 | 2.1 | -0.3 | 1 | -2
CCOc1ccc(-c2n[nH]c(C)c2-c2ccccc2OC)c(O)c1 | -7 | 2 | 19 | -2 | -25 | 4 | -2.3 | 0.3 | -2 | 6
CCC(C)[C@H](NS(=O)(=O)c1ccc(C)cc1)C(=O)N1CCC(C(=O)N2CCC(C(=O)OC)CC2)CC1 (stereo partly drawn) | 1 | 1 | -1 | -3 | -3 | -2 | -0.5 | 0.4 | -3 | -9
Cc1cccc(C)c1NC(=O)Cc1cccs1 | 5 | 2 | 0 | -1 | 10 | -4 | -0.6 | 0.3 | 9 | 4
NC(=O)COc1ccc(/C=C2\C(=O)ON=C2c2ccccc2)cc1 | 6 | 1 | -7 | -5 | 9 | -2 | -0.1 | -0.4 | 0 | 7
Cc1ccc(CNC(=O)CCn2cc(-c3ccc(C)cc3)nc2CCN)cc1 | 6 | -2 | 3 | -4 | 1 | -3 | 1.3 | 0.1 | -2 | 5
O=C(c1ccc(F)cc1)N1CCC(C(=O)N2CCN(S(=O)(=O)c3cccc([N+](=O)[O-])c3)CC2)CC1 | -1 | 12 | -7 | 7 | 4 | 1 | 0.6 | -0.3 | 4 | -5

Single records, as listed above. Order of values: NPR1 activator	ARFGAP1 inh	ADAM10 inh	ASAP1 GAP inh	HGIII-sPLA2 inh	DDE Tn6 FP inh	FXN GAA850 act	proKLK7 act	GC-B act	rCAG RNA binder
`NC(=O)COc1ccc(/C=C2\C(=O)ON=C2c2ccccc2)cc1` reads 6	1	-7	-5	9	-2	-0.1	-0.4	0	7
`CC(C)[C@@H](COc1ccccc1)N1CCN(Cc2ccccc2)CCC1=O` reads -1	-2	1	5	-6	8	-5.2	-0.1	-7	-11

Screening data (PubChem)
